# High-throughput results (PubChem BioAssay)
# S-ASM inh: blocks human secretory acid sphingomyelinase. placental ASM, HMU-PC fluorogenic substrate, 60 min. 340,000 tested, 0.006% active. Potency, µM (doses to about 57.5 µM), inactives show top-dose activity change, negative = inhibition, most hits filed as inhibitors. P17405. AID 504937; note: potency is the fitted concentration of half-maximal effect
#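 Fluorescence read-out (Ex 386 nm, Em 447 nm) after stopping the reaction at pH 10. Enzyme: ASM from human placenta; substrate HMU-PC0, 9 uM final; 60 min, 37 °C. Compound preincubation 10 min, ambient temperature.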
# p53 reactivator: mutant p53 re-activation in reporter cells; 320,000 tested, 0.063% active; Potency, µM (doses to about 92.2 µM), without a hit: at the top dose activity change, positive = activation, actives largely listed as activators; H1299 p53-A138V BP100-luciferase reporter, luminescence, 24 h; AID 504706; note: potency is the fitted concentration of half-maximal effect; % of control where 0% means no effect; nearly all actives have a fitted effect of over 45% in size
#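 H1299 (p53-null), stable ts p53-A138V + BP100-Luc; 1000 cells/well, Opti-MEM/10% FBS; cpd 4 pt, 1:5; 24 h, 37 deg C, 5% CO2; detection reagent 10 min RT; luminescence.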
# Eya2 inh: blocks the phosphatase activity of human Eya2; 330,000 tested, 0.006% active; O00167; Potency, µM (highest dose often 76.9 µM), for inactives: at the highest dose activity, negative = inhibition, hits mostly inhibitors; recombinant Eya2, OMFP fluorescence dephosphorylation (OMFP is methylfluorescein phosphate); AID 488837; note: potency is the fitted concentration of half-maximal effect; % is set by controls: 0 for no effect and ±100 for the full control effect
#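 Eya2 (0.2 uM) preincubated 10 min at ambient with compound, then OMFP substrate added at 50 uM; 10 min reaction in 50 mM HEPES pH 7.5, 50 mM NaCl, 5 uM MgCl2, 0.05% BSA, 1 mM DTT. Fluorescence read at Ex 485/Em 525 nm.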
# ELG1 genotox: induces genotoxicity in HEK293T cells with luciferase-tagged ELG1 | HEK293T ELG1-luciferase reporter, luminescence, 16 h | 330,000 tested, 1.3% active | Potency, µM (titrated, usually from 46 µM), without a hit: top-dose activity change, positive = activation, hits mostly activators; note: potency is the fitted concentration of half-maximal effect; % of control where 0% means no effect; nearly all actives have a fitted effect of over 60% in size
#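 After overnight (16 hr) compound treatment at 37 °C, ELG1-luciferase HEK293T cells were lysed with ONE-Glo; luminescence quantified 30 min later at room temperature.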
# a7 integrin act: integrin-mediated muscular dystrophy alleviation activation. alpha7betagal myoblasts, beta-gal FDG fluorescence, 48 h. Potency, µM (top dose mostly 38.3 µM), inactives show at the highest dose activation, most hits filed as activators. 350,000 tested, 0.064% active;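 note: potency is the fitted concentration of half-maximal effect; 100% = response of the positive control SU9516; nearly all actives have a fitted effect of over 60% in size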
#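 alpha7betagal+/- myoblasts (passage 13, 250/well) treated 48 h at 37C with compounds at 1:260 dilution of DMSO stock. Lysed, then beta-galactosidase activity read as FDG fluorescence (ex 480/em 540) after 30 min, with pre-read for autofluorescence.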
# B2AR arrestin: agonists driving beta-arrestin recruitment to human beta2-adrenergic receptor; beta-arrestin recruitment to beta2AR, cell-based reporter; Potency, µM (titrated, usually from 46.1 µM), without a hit: top-dose activation, usual class: activators; 330,000 tested, 0.02% active; AID 492947; P07550;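 note: potency is the fitted concentration of half-maximal effect; 0% = DMSO controls and full agonism = EC100 isoproterenol or metaproterenol; nearly all actives have a fitted effect of over 65% in size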
# uPA generation: cell surface uPA generation inhibition | Potency, µM (series often up to 38.3 µM), for inactives: top-dose activity change, negative = inhibition, actives largely listed as inhibitors | cell surface uPA generation assay, qHTS | 330,000 tested, 0.31% active; active = well fitted inhibition curve with a large enough effect; inconclusive = small, poorly fitted or top-dose-only effect; inactive = no such curve, though single readings can be large or run the other way; tested in mouse RAW 264.7 cells; note: potency is the fitted concentration of half-maximal effect; % is set by controls: 0 for no effect and ±100 for the full control effect; nearly all actives have a fitted effect of over 55% in size
# USP2a block: inhibitors of human ubiquitin-specific protease USP2a; O75604; USP2 core, Ub-CHOP2 coupled fluorogenic reporter, 485/531; Potency, µM (series often up to 38.3 µM), for inactives: top-dose activity change, negative = inhibition, most hits filed as inhibitors; 330,000 tested, 0.01% active; AID 463254;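 note: potency is the fitted concentration of half-maximal effect; plate controls were DMSO wells for no effect and full inhibition by NEM control for full effect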
# Target sequence (O75604 whole entry, looked up): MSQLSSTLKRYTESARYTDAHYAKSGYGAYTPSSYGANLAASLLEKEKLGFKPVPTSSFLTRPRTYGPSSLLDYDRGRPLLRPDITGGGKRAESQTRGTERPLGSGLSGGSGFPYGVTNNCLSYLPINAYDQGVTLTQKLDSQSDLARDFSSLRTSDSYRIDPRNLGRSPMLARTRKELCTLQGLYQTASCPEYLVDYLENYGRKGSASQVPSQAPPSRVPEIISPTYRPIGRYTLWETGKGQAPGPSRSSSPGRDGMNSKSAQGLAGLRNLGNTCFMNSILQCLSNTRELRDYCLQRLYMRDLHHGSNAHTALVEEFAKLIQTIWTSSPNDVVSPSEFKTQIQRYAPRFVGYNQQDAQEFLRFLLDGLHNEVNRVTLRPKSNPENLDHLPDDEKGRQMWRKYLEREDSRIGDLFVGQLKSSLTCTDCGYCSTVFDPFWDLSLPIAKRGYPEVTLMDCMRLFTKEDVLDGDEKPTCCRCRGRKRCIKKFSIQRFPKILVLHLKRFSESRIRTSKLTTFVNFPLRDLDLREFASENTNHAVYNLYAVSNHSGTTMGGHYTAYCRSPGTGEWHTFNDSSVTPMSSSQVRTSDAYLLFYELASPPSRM
#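 Deubiquitinase activity read as fluorescence (485/531 nm) after Ub-CHOP2 cleavage activates the enterokinase reporter on its substrate; USP2 core 10nM, Ub-CHOP2 and substrate 25nM each, 30min compound preincubation then 60min RT; data normalized to NEM, curves fitted.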
# BRCA1 expr act: increases BRCA1 expression; MCF7-BRCA1-FFLuc reporter, luminescence, 48 h; response scale: scaled: vehicle 0%, 10 µM genistein 100%; Potency, µM (doses to about 46.1 µM), inactives show at the highest dose activation, usual class: activators; 380,000 tested, 1.1% active; note: potency is the fitted concentration of half-maximal effect; nearly all actives have a fitted effect of over 80% in size; some results filed as inactive show a strong effect at the top dose
#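 Luminescence from a BRCA1-driven firefly luciferase in MCF7 cells was the read-out, taken 15 min after substrate addition following 48 h compound exposure at 37 °C. Data were normalized to a 10 microM genistein control and DMSO vehicle.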
# PTAP TSG101 blk: blocks PTAP/TSG101 interaction to inhibit HIV-1 budding; Potency, µM (highest dose often 115 µM), for inactives: at the highest dose activity change, negative = inhibition, most hits filed as inhibitors; 340,000 tested, under 10 active; Fluorescence polarization, FITC-PTAP peptide / Tsg101 binding; AID 493005; active = well fitted inhibition curve with a large enough effect in the main read-out, with a control signal flat, not every such curve was filed as active; inconclusive = small, poorly fitted or top-dose-only effect, or effect the other way, or a change in a side signal; inactive = no such curve, though single readings can be large or run the other way; note: potency is the fitted concentration of half-maximal effect; % of control where 0% means no effect
# Target sequence (Q99816 whole entry, looked up): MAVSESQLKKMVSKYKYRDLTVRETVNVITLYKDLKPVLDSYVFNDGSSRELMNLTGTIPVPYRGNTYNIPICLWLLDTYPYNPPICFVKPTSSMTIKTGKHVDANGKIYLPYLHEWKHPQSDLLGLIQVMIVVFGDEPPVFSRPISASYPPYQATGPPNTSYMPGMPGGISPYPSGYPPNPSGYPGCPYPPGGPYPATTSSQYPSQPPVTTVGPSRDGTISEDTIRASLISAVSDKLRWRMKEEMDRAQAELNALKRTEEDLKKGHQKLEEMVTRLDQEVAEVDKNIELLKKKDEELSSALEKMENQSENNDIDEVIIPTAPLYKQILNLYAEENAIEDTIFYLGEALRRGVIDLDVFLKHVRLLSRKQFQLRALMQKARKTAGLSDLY
#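 Fluorescence anisotropy tracks displacement of a FITC-tagged PTAP peptide (50 nM) from the Tsg101 binding domain (10 uM), following a 20 min room-temperature incubation at pH 7.5.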
# TRPV1 ag: activates the human vanilloid receptor TRPV1 | 320,000 tested, 0.19% active | TRPV1-expressing cells, Fluo-8 calcium influx, agonist mode | Q8NER1 | activation, % at 8.33 µM; in the data active = activation above about 80%; inconclusive = between about 30% and that limit; note: 0% is about no effect
#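 Fluo-8 calcium influx in TRPV1-expressing cells, kinetic read (ex 480/em 520 nm). Compound added and read 3 min for agonist activity, followed by capsaicin at EC20 final and 2 min further read for enhancement.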
# * hit, by the source's call; i = inactive; ? = inconclusive; · = no result given; & = joins results of further samples; [ ] = remark or other dose. Unless noted, calls come from the whole dose curve; as a rule, active = well fitted curve in the direction sought with a large enough effect; inconclusive = small, poorly fitted or top-dose-only effect, or another doubt; inactive = no such curve, though single readings can be large; an effect the other way counts as inactive or inconclusive.
SMILES,S-ASM inh,p53 reactivator,Eya2 inh,ELG1 genotox,a7 integrin act,B2AR arrestin,uPA generation,USP2a block,BRCA1 expr act,PTAP TSG101 blk,TRPV1 ag
CCOC(=O)C1(Cc2ccccc2)CCN(Cc2cc(=O)c3ccccc3[nH]2)CC1,-1%,1%,?,-10%,-4%,-0.1%,7%,0%,-23%,-4%,1
O=C(OCC(=O)c1ccc(S(=O)(=O)N2CCCC2)cc1)C1=COCCO1,-1%,2%,4%,0%,5%,-4.3%,3%,-3%,-37%,-3%,3
Cc1nc(C)c(C(=O)C2=C(O)C(=O)N(CCCn3ccnc3)C2c2ccccc2)s1 (stereo not drawn),2%,?,1%,-4%,6%,-0.5%,1%,0%,75%,-8%,0
O=C(NCC(=O)N1CCCC1)c1ccccc1F,3%,?,5%,?,25%,0.1%,-2%,-1%,75%,-3%,0
COc1cccc(/C=C2/Oc3ccccc3N(CC(=O)NCC3CCCO3)C2=O)c1 (stereo not drawn),·,0%,2%,-6%,0%,-0.2%,-3%,1%,7%,-4%,?
CCCCC(=O)OCc1cn(-c2ccc(Cl)cc2)nn1,2%,2%,-14%,2%,-4%,0.5%,3%,0%,0%,-6%,?
O=C1CCc2cc(S(=O)(=O)Nc3ccc(C(F)(F)F)cc3)cc3c2N1CC3,-2%,9%,9%,30%,11µM*,-0.3%,-4%,1%,-23%,-3%,6
COc1ccc(CNC(=O)COC(=O)c2ccc(OCc3c(C)noc3C)cc2)cc1OC,4%,-1%,-1%,8%,0%,-1.4%,1%,-1%,-10%,0%,?
COc1ccc2nc(C)c(C(=O)NN)cc2c1,5%,-1%,4%,-2%,-9%,-0.3%,1%,1%,-3%,-3%,1
CCn1c(=O)c(C(=O)Nc2ncccc2C)c(O)c2ccccc21,0%,0%,4%,-5%,24%,-0.2%,-9%,2%,-57%,-3%,0
C=C(C)CN(CC)Cc1c(C(=O)N(C)CCCC)nc2ccccn12,10%,-4%,-9%,-7%,6%,-0.4%,0%,0%,-6%,2%,24
COc1ccccc1N1CCN(C(=O)C2CCCN(S(=O)(=O)c3ccc4c(c3)CCCN4C(C)=O)C2)CC1 (stereo not drawn),-2%,-4%,-2%,-8%,-47%[inhibitor],-0.8%,1%,0%,-7%,2%,-1
COc1ccc(S(=O)(=O)Cc2ccc(C(=O)NC3CCCCCC3)o2)cc1,-2%,-2%,7%,-5%,2%,0.0%,-2%,2%,4%,0%,0
COc1cc(/C=C2\SC(=Nc3ccccc3)N(CCc3c[nH]c4ccccc34)C2=O)ccc1OC(C)C(=O)O (stereo not drawn),-12%,-18%,-11%,-2%,25%,-0.5%,3%,-1%,-18%,1%,-2
N#Cc1nc(COc2ccccc2F)oc1N1CCCCCC1,-6%,9%,2%,6%,?,-0.8%,-9%,1%,62%,-3%,13
Cc1cc(NC(C)C)n2c(nc3ccccc32)c1C#N,i,7%,0%,-1%,0%,0.1%,-1%,0%,-15%,-1%,0
Cc1cnc(C(=O)OCC(=O)N(C(C)C)C(C)C)cn1,0%,-5%,4%,2%,27%,4.0%,6%,-1%,1%,2%,3
COc1ccc(NC(=O)Nc2cccc(C)n2)cc1,0%,18%,-12%,12µM*,0%,0.0%,?,0%,62%,-1%,23
COc1ccc(NC(=S)NCCCc2ccccc2)cc1,2%,12%,-1%,-1%,-5%,-0.4%,2%,2%,44%,-1%,?
FC(F)(F)c1cccc(NC(=S)NNC(=S)Nc2cccc(C(F)(F)F)c2)c1,·,-3%,-13%,-11%,·,0.4%,·,2%,·,·,9

# 8 of these compounds, set out differently:
Molecule	S-ASM inh	p53 reactivator	Eya2 inh	ELG1 genotox	a7 integrin act	B2AR arrestin	uPA generation	USP2a block	BRCA1 expr act	PTAP TSG101 blk	TRPV1 ag
COc1ccc(S(=O)(=O)Cc2ccc(C(=O)NC3CCCCCC3)o2)cc1	-2%	-2%	7%	-5%	2%	0.0%	-2%	2%	4%	0%	0
COc1cc(/C=C2\SC(=Nc3ccccc3)N(CCc3c[nH]c4ccccc34)C2=O)ccc1OC(C)C(=O)O (stereo not drawn)	-12%	-18%	-11%	-2%	25%	-0.5%	3%	-1%	-18%	1%	-2
N#Cc1nc(COc2ccccc2F)oc1N1CCCCCC1	-6%	9%	2%	6%	?	-0.8%	-9%	1%	62%	-3%	13
Cc1cc(NC(C)C)n2c(nc3ccccc32)c1C#N	i	7%	0%	-1%	0%	0.1%	-1%	0%	-15%	-1%	0
Cc1cnc(C(=O)OCC(=O)N(C(C)C)C(C)C)cn1	0%	-5%	4%	2%	27%	4.0%	6%	-1%	1%	2%	3
COc1ccc(NC(=O)Nc2cccc(C)n2)cc1	0%	18%	-12%	12µM*	0%	0.0%	?	0%	62%	-1%	23
COc1ccc(NC(=S)NCCCc2ccccc2)cc1	2%	12%	-1%	-1%	-5%	-0.4%	2%	2%	44%	-1%	?
FC(F)(F)c1cccc(NC(=S)NNC(=S)Nc2cccc(C(F)(F)F)c2)c1	·	-3%	-13%	-11%	·	0.4%	·	2%	·	·	9

# (cont.)
SMILES,S-ASM inh,p53 reactivator,Eya2 inh,ELG1 genotox,a7 integrin act,B2AR arrestin,uPA generation,USP2a block,BRCA1 expr act,PTAP TSG101 blk,TRPV1 ag
COCc1cc(C)nc2sc(C(=O)Nc3ccc(OC)cc3)c(N)c12,14%,·,-4%,?,15%,0.0%,8%,0%,85%,-3%,-9
S=c1[nH]nc(Cc2cccs2)n1-c1ccccc1Cl,3%,0%,-1%,1%,?,-0.7%,-7%,-1%,32%,1%,-2
COc1ccccc1CCN=C(N)NS(=O)(=O)c1cccs1,4%,0%,2%,2%,-7%,0.2%,-5%,-1%,4%,0%,4
Cc1cc(C)c(C(=O)C(C)OC(=O)Cn2cnc3c2c(=O)n(C)c(=O)n3C)cc1C (stereo not drawn),0%,0%,-9%,-4%,36%,-2.5%,-1%,1%,0%,-3%,-2
CCCN1CCN(S(=O)(=O)c2ccc3c(c2)CCC(=O)N3)CC1,1%,5%,5%,0%,-15%,-2.0%,7%,-1%,-24%,-2%,-6
C=CCn1c(SCC(=O)NCCc2ccccc2)nnc1C1CC1,·,0%,18%,0%,3%,-0.3%,8%,2%,-7%,-4%,-7
CC(NC(=O)C1CC1)c1ccc(-c2ccccc2)cc1 (stereo not drawn),4%,21%,-5%,1%,0%,-0.7%,1%,3%,-3%,-4%,?
COC(=O)c1ccc(NC(=O)Nc2ccccc2C)cc1,1%,17%,1%,5%,12%,-0.3%,-2%,0%,?,-1%,?
Cc1ccc(S(=O)(=O)NC(C(=O)N2CCOCCOCCOCC2)c2ccccc2)cc1 (stereo not drawn),0%,-1%,2%,0%,-9%,0.1%,-3%,2%,-14%,-2%,-2
CCN(CC)c1ccc(/C=c2\sc3nc4ccccc4n3c2=O)c(O)c1,·,0%,25%,-19%,-39%[inhibitor],0.1%,-6%,?,-13%,?,?
c1ccc(N=P(N2CCOCC2)(N2CCOCC2)N2CCOCC2)cc1,6%,3%,-4%,2%,25%,0.3%,-2%,1%,9%,-4%,0
O=C(CNC(=O)c1cccc(Br)c1)N/N=C/c1ccc[nH]1,1%,1%,-14%,2%,-29%,-0.2%,-6%,2%,3%,0%,2
CCOc1ccccc1NC(=O)CCS(=O)(=O)c1cccc2nsnc12,-20%,0%,4%,0%,-8%,-0.3%,0%,1%,-7%&-12%,-5%,0
COc1ccc(CNc2nc(NCc3ccc(OC)cc3)n(S(C)(=O)=O)n2)cc1,-2%,-4%,4%,-1%,-18%,-0.2%,0%,0%,-20%,-3%,-1
O=C(NC(=S)Nc1ccccc1N1CCCC1)c1cccs1,0%,8%,8%,2%,-32%,-0.2%,-11%,0%,-37%,-3%,24
O=C(COC(=O)/C=C/C(=O)N1CCN(c2ccccc2)CC1)NCc1ccc(F)cc1,0%,-4%,5%,-6%,-29%,0.2%,-9%,0%,14%,-3%,3
Cc1ccc(CNC(=O)Cn2c(=O)c3sccc3n(Cc3ccc([N+](=O)[O-])cc3)c2=O)cc1,·,-13%,3%,-1%,4%,-1.0%,10%,4%,-40%,1%,4
COc1ccc2cc(CCNC(=O)C(C)C)c(=O)[nH]c2c1,6%,7%,6%,10%,-4%,-0.2%,10%,-1%,15%,4%,-2
CCCCNc1nc2ccccc2[nH]1,2%,12%,-20%,0%,12%,-0.2%,0%,0%,9%,-2%,-1
